KB-V1 cytotox – KB-V1 MDR subline cytotoxicity | KB-V1 MDR cells viability, CellTiter-Glo, 72 h | Potency, µM (top dose mostly 46.1 µM), for inactives: at the top dose activity change, negative = cytotoxicity, usual class: cytotoxic | 400,000 compounds, 3.4% hits | AID 1347076; also: potency is read from the fitted curve at half-maximal effect; % is scaled to controls: 0 for no effect and ±100 for the full control effect; nearly all actives have a fitted effect of over 60% in size
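KB-V1, DMEM (no phenol red) + 10% FBS; cpd pin-transferred, titration series; 72 h, 37 degrees C; CellTiter-Glo, luminescence. Data normalized, curve-fit.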
WRN helicase inh – inhibitors of human WRN helicase. 360,000 compounds, 0.46% hits. WRN helicase unwinding, fluorescent forked duplex, kinetic. Q14191. Potency, µM (doses to about 114 µM), for inactives: top-dose activity change, negative = inhibition, most hits filed as inhibitors; also: potency is read from the fitted curve at half-maximal effect; % is scaled to controls: 0 for no effect and ±100 for the full control effect; nearly all actives have a fitted effect of over 55% in size
Target sequence (Q14191 whole entry, looked up): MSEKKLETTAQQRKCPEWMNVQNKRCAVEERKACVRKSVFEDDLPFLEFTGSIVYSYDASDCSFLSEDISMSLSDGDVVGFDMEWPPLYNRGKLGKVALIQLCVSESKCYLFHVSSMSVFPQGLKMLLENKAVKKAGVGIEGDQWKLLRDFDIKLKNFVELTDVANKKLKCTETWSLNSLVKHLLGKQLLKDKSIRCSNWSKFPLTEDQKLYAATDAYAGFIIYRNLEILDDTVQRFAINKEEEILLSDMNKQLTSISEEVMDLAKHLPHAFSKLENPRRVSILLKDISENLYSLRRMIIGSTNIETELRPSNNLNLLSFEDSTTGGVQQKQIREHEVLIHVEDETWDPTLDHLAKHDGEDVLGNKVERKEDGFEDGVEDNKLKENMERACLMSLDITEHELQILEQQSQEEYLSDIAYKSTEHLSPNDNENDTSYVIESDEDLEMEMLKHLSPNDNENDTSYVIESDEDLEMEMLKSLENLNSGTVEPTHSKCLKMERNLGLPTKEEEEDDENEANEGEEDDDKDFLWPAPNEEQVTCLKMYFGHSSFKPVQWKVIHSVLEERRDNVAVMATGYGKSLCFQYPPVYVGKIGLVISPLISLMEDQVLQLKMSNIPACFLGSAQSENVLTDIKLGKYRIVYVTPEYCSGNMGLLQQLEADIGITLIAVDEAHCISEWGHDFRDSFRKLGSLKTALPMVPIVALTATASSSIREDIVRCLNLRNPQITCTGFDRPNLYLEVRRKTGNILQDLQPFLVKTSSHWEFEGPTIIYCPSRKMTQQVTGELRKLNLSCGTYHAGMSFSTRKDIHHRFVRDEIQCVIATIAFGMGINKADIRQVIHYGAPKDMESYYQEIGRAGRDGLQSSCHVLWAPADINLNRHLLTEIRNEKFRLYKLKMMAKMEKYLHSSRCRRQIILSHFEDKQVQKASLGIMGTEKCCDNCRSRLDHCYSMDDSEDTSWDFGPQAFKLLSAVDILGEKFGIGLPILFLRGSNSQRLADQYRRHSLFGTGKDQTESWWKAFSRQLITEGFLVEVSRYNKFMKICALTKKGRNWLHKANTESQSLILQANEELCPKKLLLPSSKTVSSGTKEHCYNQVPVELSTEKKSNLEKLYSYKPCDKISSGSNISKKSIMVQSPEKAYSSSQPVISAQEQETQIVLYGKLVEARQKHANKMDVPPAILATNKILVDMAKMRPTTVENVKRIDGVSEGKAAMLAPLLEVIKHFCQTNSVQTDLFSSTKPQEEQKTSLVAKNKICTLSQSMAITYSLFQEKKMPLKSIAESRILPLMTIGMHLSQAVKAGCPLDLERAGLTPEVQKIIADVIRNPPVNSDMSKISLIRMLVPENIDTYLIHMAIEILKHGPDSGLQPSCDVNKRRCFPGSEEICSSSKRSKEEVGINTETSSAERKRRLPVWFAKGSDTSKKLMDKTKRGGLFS
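Primary qHTS, 1536-well format. 20 nM WRN + compound, 15 min RT; start with 100 nM forked fluorophore/quencher duplex, 2 mM ATP (final); kinetic read ex 525/em 598 nm.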
MCF10A rereplic – inducers of DNA re-replication in MCF 10A breast cells | MCF 10A DNA re-replication, Hoechst nuclear intensity, 48 h | Potency, µM (doses to about 46.1 µM), inactives show at the highest dose activity, positive = re-replication, actives largely listed as activators | 350,000 compounds, 2.9% hits; also: potency is read from the fitted curve at half-maximal effect; % of control where 0% means no effect; nearly all actives have a fitted effect of over 50% in size
ATXN2 expr inh – ATXN2 expression inhibition | HEK-293 ATXN2-luciferase reporter, luminescence, 24 h | Potency, µM (series often up to 57 µM), for inactives: top-dose activity change, negative = inhibition, hits mostly inhibitors | 360,000 compounds, 0.72% hits | AID 1745845; also: potency is read from the fitted curve at half-maximal effect; % is scaled to controls: 0 for no effect and ±100 for the full control effect; nearly all actives have a fitted effect of over 55% in size
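qHTS (up to 57 uM final) was run with 24 h compound exposure of reporter cells at 37 °C. Each well was multiplexed: SteadyGlo luminescence measured ATXN2-luciferase expression after a fluorogenic Gly-Phe-AFC viability readout (25 uM final).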
HT1080-NT tox – kills 2HG-producing HT-1080-NT fibrosarcoma cells | HT-1080-NT fibrosarcoma viability, CellTiter-Glo ATP luminescence, 48 h | Potency, µM (highest dose often 46.1 µM), without a hit: top-dose activity, negative = less viability, actives largely listed as cytotoxic | 360,000 compounds, 1.6% hits | AID 686970;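 also: NT is the 2HG producing partner of a matched IDH1 knockdown line; potency is read from the fitted curve at half-maximal effect; 0% = DMSO-treated cells and -100% = media-only wells without cells; nearly all actives have a fitted effect of over 55% in size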
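Read-out is CellTiter-Glo luminescence after 10 minutes at room temperature, following 48 hours' compound treatment of HT-1080-NT cells (750 cells/well, RPMI, 5% FBS, 37 degrees C).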
IL-1B inflam inh – inflammasome signaling inhibition, IL-1 beta readout. THP-1 LPS/ATP IL-1B secretion, AlphaLISA, 16 h; stronger effect = lower value. activity change, % at 57.5 µM. 360,000 compounds, 4.7% hits. AID 743279; in the data active = activity change below about -50%; inconclusive = mostly about -30% to -49%; also: % is scaled to controls: 0 for no effect and ±100 for the full control effect
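Secreted IL-1B measured by AlphaLISA bead assay after 16 h compound exposure of THP-1 cells; compounds (final up to 57.5 uM) added 1 h before LPS (250 ng/mL) and ATP (1.25 mM) stimulation; lower signal means less secretion.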
KB-3-1 tox – KB-3-1 parental cell cytotoxicity; AID 1347075; Potency, µM (titrated, usually from 46.1 µM), without a hit: top-dose activity change, negative = cytotoxic, hits mostly cytotoxic; KB-3-1 viability, CellTiter-Glo ATP luminescence, 72 h; 400,000 compounds, 1.4% hits; also: potency is read from the fitted curve at half-maximal effect; % is scaled to controls: 0 for no effect and ±100 for the full control effect; nearly all actives have a fitted effect of over 60% in size
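Using CellTiter-Glo luminescence, growth of non-resistant KB-3-1 adenocarcinoma cells is assessed 72 h after pin-tool compound addition at 37 °C. Normalized responses across the concentration series yield fitted curves.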
SW480 rerep – DNA re-replication induction in SW480 cells | SW480 DNA re-replication, Hoechst DNA content imaging, 48 h | Potency, µM (top dose mostly 46.1 µM), for the others: at the highest dose re-replication activation, hits mostly activators | 340,000 compounds, 1.8% hits | AID 624297; also: potency is read from the fitted curve at half-maximal effect; % of control where 0% means no effect; nearly all actives have a fitted effect of over 55% in size
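Hoechst fluorescence of nuclei (405 nm excitation, 500-530 nm emission) measured by plate-scanning imager after 48 hr compound exposure at 37 C; re-replication scored as increased number of nuclei with elevated intensity.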
HT1080 IDH1KD tx – kills HT-1080 cells with IDH1 knockdown; Potency, µM (series often up to 46.1 µM), inactives show top-dose activity, negative = toxicity, hits mostly cytotoxic; AID 686971; 360,000 compounds, 2% hits; HT-1080 IDH1 knockdown viability, ATP luminescence, 48 h;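 also: potency is read from the fitted curve at half-maximal effect; 0% = DMSO wells and -100% = cell-free medium wells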
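Cytotoxicity counter-line: IDH1KD HT-1080, 48 h, CellTiter-Glo. Curves classed by r2, magnitude and activity.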
Active calls of the source: *; i = inactive; ? = inconclusive; . = not tested or not shown; & = joins results of further samples; ! = repeats disagree; [ ] = another dose, or the depositor's remark. Unless noted, calls follow the shape of the dose curve; as a rule, active = well fitted curve in the direction sought with a large enough effect; inconclusive = small, poorly fitted or top-dose-only effect, or another doubt; inactive = no such curve, though single readings can be large; an effect the other way counts as inactive or inconclusive.

SMILES	KB-V1 cytotox	WRN helicase inh	MCF10A rereplic	ATXN2 expr inh	HT1080-NT tox	IL-1B inflam inh	KB-3-1 tox	SW480 rerep	HT1080 IDH1KD tx
O=C(CN1CCCC1)Nc1ccc(Br)cc1[N+](=O)[O-]	0%	-1%	6%	8%	4%	?	17%	-2%	8%
Cc1nc(/N=C(\N)NC(=O)c2ccccc2)nc2ccccc12	8%	-3%	1%	3%	?	-11	8%	-2%	?
CCC(=O)N1CC23C=CC(CC2CC12CCCCC2)O3 (centres undefined)	13%	12%	16%	-15%	7%	9	1%	1%	-2%
Cn1ccc(C(=O)OCC(=O)Nc2ccccc2)n1	10%	-5%	?	-8%	0%	-22	-15%	?	6%
Cc1ccccc1C1=N/C(=C/c2cccnc2)C(=O)O1	0%	-27%[57.1 µM]	-4%	-28%[11.3 µM]	15%	39	10%	0%	14%
Cc1cccc2cc(CN(Cc3cccs3)Cc3nnnn3Cc3ccccc3)c(=O)[nH]c12	-15%	-12%	18%	-37%	?	-50*	1%	1%	0%
O=C1C2C3C=CC(C3)C2C(=O)N1c1nc2ccccc2s1 (centres undefined)	22%	-5%	4%	0%	-1%	26	-2%	-5%	-1%
C/C(=N/NS(=O)(=O)c1ccc(CC(C)C)cc1)c1ccncc1	11%	6%	-10%	-20%	1%	10	-9%	-1%	-3%
Nn1cnc2scc(-c3ccc(Cl)cc3)c2c1=O	-10%	5%	25%	.	-6%	-10	-9%	-8%	2%
CC(C)(C)S(=O)N1Cc2cn(Cc3ccccc3)c(=O)cc2[C@H]1CCO (some centres undefined)	-1%	-6%	17%	-3%	3%	6	0%	-3%	1%
COc1ccc(/C=C/C(=O)C2CC2)cc1Cn1nc(C)c([N+](=O)[O-])c1C	-27%	-20%[57.1 µM]	?	-20%[11.3 µM]	?	-110*	-4%	?	?
C/C(=N\NC(=O)c1n[nH]c2c1CCC2)c1cccs1	-7%	-5%	-5%	0%	16%	.	2%	?	17%
Cc1c(C(=O)N2CCOCC2)oc2ccc(Br)cc12	0%	3%	4%	33%	4%	-1	4%	?	1%
O=S(=O)(c1ccc(-c2cn3ccccc3n2)cc1)N1CCOCC1	?	5%	14%	.	9%	-22	4%	-13%	-3%
CC(Cl)C(=O)Nc1c2c(nn1-c1ccccc1)CSC2 (centres undefined)	3%	-1%	1%	.	1%	43	1%	1%	17%
Cc1ccc2occ(/C=N/NC(N)=S)c(=O)c2c1	0%	4%	1%	29%	-4%	18	-1%	-5%	3%
COc1ccc(C(=O)N2CCCC(CCC(=O)NCc3ccc(F)c(F)c3)C2)o1 (centres undefined)	?	-1%	-6%	33%	-12%	0	25%	-17%	1%
Cc1nn(C(C)(C)C)c(OC(=O)c2ccc3c(c2)OCO3)c1S(=O)(=O)c1ccccc1	0%	-6%	?	-8%	21µM*	6	0%	?	?
O=C1CN(C(=O)COc2ccc(Br)cc2Br)c2ccccc2N1	11%	-2%	10%	.	11%	-18	-16%	2%	14%
C/C(=N\NC(=O)c1ccccc1)c1ccc2c(c1)OCO2	-28%	5%	17%	36%	4%	-8	8%	-4%	8%
Cc1sc2ncnc(SCC(=O)N3CCC(c4noc5ccc(F)cc45)CC3)c2c1C	10µM*	3%	-2%	-6%	0%	-2	-1%	-12%	0%
COc1cccc(CN2CCNC(=O)C2CC(=O)NC2Cc3ccccc3C2)c1 (centres undefined)	3%	2%	4%	-5%	13%	-2	-2%	-6%	12%
CC1CCCN(S(=O)(=O)c2ccc(NC(=O)CN3CCN(C)CC3)cc2)C1 (centres undefined)	?	8%	?	2%	9%	4	-15%	-3%	8%
COc1ccc(NS(=O)(=O)c2c(C)n(C)c(=O)n(C)c2=O)cc1	?	0%	1%	-22%	6%	1	5%	-9%	4%
Cc1ccc(NC(=O)c2noc3c2CCc2ccccc2-3)cc1	0%	1%	5%	28%	-2%	-4	-9%	-4%	-1%
Nc1ccccc1C(=O)N(Cc1ccccc1)Cc1ccccc1	-5%	-11%	13%	-10%	-1%	-10	10%	-6%	-1%
CCCn1nc2cc(C(=O)NCc3ccc(OC(F)(F)F)cc3)ccc2c1OCC	-16%	-9%	9%	-16%	2%	0	2%	11%[9.22 µM]	-1%
CC(OCC(O)CN(C)Cc1nc2ccccc2c(=O)[nH]1)c1ccc(Cl)cc1 (centres undefined)	-31%	8%	6%	.	-10%	?	-6%	10%	?
O=c1[nH]c2ccccc2c2ccc(Cl)cc12	?	0%	9%	-6%	0%	14	25%	1%	-22%
Cc1nnc2n1N=CC=C(C(C)(C)C)S2	18%	10%	-3%	7%	3%	-26	-1%	-13%	5%
CCCCCCSc1ccc(-c2nc3ccc(C)cn3c2NCc2ccccc2)cc1OC	?	-18%&1%	84%	?	-24%&-28%	-53*!	?	?	?
COc1ccc(NC(=O)COC(=O)CCSc2ccccc2)cc1	.	-18%	6%	-2%	0%	1	.	2%	0%
O=C(C[n+]1cc(-c2ccc(Cl)cc2)n2c1CCC2)Nc1nc(-c2ccc(F)cc2)cs1	14%	22%	18%	.	-4%	-23	-12%	-13%	-3%
COc1cc(C)ccc1OCC(=O)NC1CCCCCC1	-15%	3%	-2%	.	-2%	2	0%	1%	-1%
CCCNS(=O)(=O)c1ccc2c(c1)n(C)c(=O)n2C	7%	-36%	-13%	-4%[11.3 µM]	-4%	5	-2%	-19%	1%
CC(C)c1ccc(NC(=O)COC(=O)CSc2nnc(N)s2)cc1	0%	-5%	1%	3%	-4%	6	-1%	?	-4%
Cc1cc(C)c(CSc2ncnc3nc[nH]c23)c(C)c1	-12%	-28%	-3%	-20%	-2%	-2	-9%	-8%	-2%
CC1(C)CC(=O)/C(=C(\O)CCCN2C(=O)c3ccccc3C2=O)C(=NCCO)C1	-6%	2%	1%	-16%	12%	1	18%	-8%	6%
COc1ccc(-c2cc(C(=O)NN)[nH]n2)cc1OC	-18%	1%	?	-19%	?	18	-1%	?	?
COc1ccc2c(c1)CCC1(C)CC(=O)C=C21 (centres undefined)	-26%	-4%	.	.	-2%	-24	-6%	.	-5%

Overlap with the part before: 3 entries; new compounds follow.
SMILES	KB-V1 cytotox	WRN helicase inh	MCF10A rereplic	ATXN2 expr inh	HT1080-NT tox	IL-1B inflam inh	KB-3-1 tox	SW480 rerep	HT1080 IDH1KD tx
CC1(C)CC(=O)/C(=C(\O)CCCN2C(=O)c3ccccc3C2=O)C(=NCCO)C1	-6%	2%	1%	-16%	12%	1	18%	-8%	6%
COc1ccc(-c2cc(C(=O)NN)[nH]n2)cc1OC	-18%	1%	?	-19%	?	18	-1%	?	?
COc1ccc2c(c1)CCC1(C)CC(=O)C=C21 (centres undefined)	-26%	-4%	.	.	-2%	-24	-6%	.	-5%
CN1C(=O)c2ccccc2Sc2ccc(C(=O)O)cc21	32%	-2%	-5%	11%	13%	25	-2%	-2%	22%
COc1ccc(C(c2nnnn2CC2CCCO2)N2CCN(c3cccc(C)c3C)CC2)cc1 (centres undefined)	-21%	-13%	-19%	-12%	-13%	-23	-4%	2%	-16%
C=CCNC(=O)c1cnc(-c2ccccc2)nc1-c1ccccc1	17%	-2%	7%	-10%	6%	14	-6%	-8%	8%
COC(=O)c1c(NC(=O)c2cccnc2)sc(C(=O)N(C)C)c1C	2%	-22%[57.1 µM]	13%	-3%	3%	3	7%	-2%	0%
CCOC(=O)c1sc(-c2ccccc2)cc1N	-21%	-2%	-1%	60%[activator]	11%	-2	1%	-4%	18%
Cc1ccc(/C(N)=N/OC(=O)CSc2ccccc2)cc1	-2%	-27%[57.1 µM]	-2%	12%[11.3 µM]	20%	-7	27%	-9%	27%
O=C(O)c1cccc(NC(=O)c2ccc(Cl)c(S(=O)(=O)N3CCCCCC3)c2)c1	3%	-6%	-9%	.	-3%	2	-6%	-4%	1%
Cc1ccc(S(=O)(=O)Nc2ccc3c(c2)nc(C)n3C)cc1	-9%	3%	2%	6%	-3%	17	-12%	3%	0%
COC(=O)c1cccc(C23CC4(C2)[C@H](CN(Cc2cccnc2)[C@@H]4c2ccccc2)C3c2ccc(C(F)(F)F)cc2)c1 (some centres undefined)	-4%	4%	11%	5%	2%	42	?	-4%	-3%
C=C(C)Cc1c(C)c(C#N)c2nc3ccccc3n2c1NCCCN(C)C	0%	-32%	-2%	-10%	10%	-9	-2%	-3%	12%
N#C/C(=C\c1cccc(O)c1)c1nc2ccccc2o1	15%	-1%	?	12%	-5%	12	12%	-4%	-6%
CC1(C)CCC(=O)N(c2ccc(OC(F)(F)F)cc2)C1=O	0%	3%	1%	-1%	7%	4	7%	-3%	-2%
NC(=O)COc1ccc(NC(=O)c2ccccc2-c2ccccc2)cc1	18%	4%	?	-2%	2%	-18	13%	5%	3%
CCOC(=O)c1ccc(NC(=O)CSc2nnc(C3CC3)n2CC)cc1	-10%	0%[57.1 µM]	-3%	14%	44%	23	21%	-1%	10%
COC(=O)N1CCCCC1c1cc(C(=O)NCc2ccc(F)cc2)no1 (centres undefined)	3%	2%	.	1%	22%	-5	0%	.	3%
COc1ccc(-n2c(SCC#N)nnc2-c2cccnc2)cc1	6%	4%	-2%	-14%	13%	-17	5%	-1%	-1%
CN1C(=O)N(C)c2ccc(Br)c3cccc1c23	-10%	-6%	11%	.	19%	21	6%	-10%	4%
Cc1ccc(S(=O)(=O)N2CCOCC2)cc1C(=O)Nc1ccccc1N1CCOCC1	-11%	-8%	-22%	-17%	17%	-13	13%	0%	8%
COC(=O)c1sc(N2C(=O)C(O)=C(C(=O)c3ccc(C)o3)C2c2ccco2)nc1C (centres undefined)	?	?	3%	-16%	1%	i	3%	-10%	9%
